Compound activity from PubChem.
Tb PFK block: inhibitors of T. brucei phosphofructokinase; O15648; T. brucei PFK, ADP-Glo luminescence; Potency, µM (titrated, usually from 57.5 µM), for inactives: at the top dose activity, negative = inhibition, hits mostly inhibitors; actives 0.17% (n = 330,000);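 also: potency is read from the fitted curve at half-maximal effect; 0% = uninhibited 1x PFK enzyme wells and -100% = no-enzyme wells; nearly all actives have a fitted effect of over 60% in size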
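1.25 nM PFK with 0.5 mM F6P and 0.1 mM ATP in 0.1 M TEA pH 8.0, 5 mM MgCl2, incubated 45 min at room temperature; ADP measured by ADP-Glo luminescence; compounds titrated up to 57 uM.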
GALK inhibitor: inhibitors of human galactokinase; P51570; Purified GALK, Kinase-Glo residual ATP luminescence; Potency, µM (series often up to 57.5 µM), for inactives: at the top dose activity change, negative = inhibition, usual class: inhibitors; actives 0.007% (n = 270,000); AID 1868; also: potency is read from the fitted curve at half-maximal effect; % is scaled to controls: 0 for no effect and ±100 for the full control effect
Target sequence (P51570 whole entry, looked up): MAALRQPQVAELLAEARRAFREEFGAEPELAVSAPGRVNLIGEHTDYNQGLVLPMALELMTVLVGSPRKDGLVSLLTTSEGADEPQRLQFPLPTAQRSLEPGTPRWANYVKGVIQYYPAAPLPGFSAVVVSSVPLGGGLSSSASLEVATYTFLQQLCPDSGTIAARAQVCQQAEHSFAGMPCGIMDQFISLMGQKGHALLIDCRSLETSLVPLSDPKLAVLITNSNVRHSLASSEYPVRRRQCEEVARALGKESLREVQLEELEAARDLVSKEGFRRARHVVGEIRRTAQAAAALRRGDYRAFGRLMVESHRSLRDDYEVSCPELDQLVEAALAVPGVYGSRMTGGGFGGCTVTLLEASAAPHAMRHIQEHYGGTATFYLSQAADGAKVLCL
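ATP-depletion format; final 35 uM ATP, 100 uM D-galactose, 5 nM enzyme; pH 8.0 HEPES/Mg2+ buffer; 60 min RT; luminescence read 10 min after detection reagent.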
Menin MLL FP TR: displaces Texas Red mutant MLL peptide from human menin | O00255 | Menin + Texas Red MLL mutant peptide, fluorescence polarization | Potency, µM (titrated, usually from 61.6 µM), without a hit: at the highest dose FP activity change, negative = inhibition, usual class: inhibitors | actives 0.23% (n = 270,000) | AID 1768; active = well fitted inhibition curve with a large enough effect in the polarisation, with a control signal flat, not every such curve was filed as active; inconclusive = small, poorly fitted or top-dose-only effect, or effect the other way, or a change in a side signal; inactive = no such curve, though single readings can be large or run the other way; the % refers to the polarisation; also: potency is read from the fitted curve at half-maximal effect; % of control where 0% means no effect; many of its hits are not listed in these tables
B2AR arrestin: agonists driving beta-arrestin recruitment to human beta2-adrenergic receptor | P07550 | actives 0.02% (n = 330,000) | AID 492947 | beta-arrestin recruitment to beta2AR, cell-based reporter | Potency, µM (highest dose often 46.1 µM), without a hit: at the highest dose activation, actives largely listed as activators;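 also: potency is read from the fitted curve at half-maximal effect; 0% = DMSO controls and full agonism = EC100 isoproterenol or metaproterenol; nearly all actives have a fitted effect of over 65% in size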
Target sequence (P07550 whole entry, looked up): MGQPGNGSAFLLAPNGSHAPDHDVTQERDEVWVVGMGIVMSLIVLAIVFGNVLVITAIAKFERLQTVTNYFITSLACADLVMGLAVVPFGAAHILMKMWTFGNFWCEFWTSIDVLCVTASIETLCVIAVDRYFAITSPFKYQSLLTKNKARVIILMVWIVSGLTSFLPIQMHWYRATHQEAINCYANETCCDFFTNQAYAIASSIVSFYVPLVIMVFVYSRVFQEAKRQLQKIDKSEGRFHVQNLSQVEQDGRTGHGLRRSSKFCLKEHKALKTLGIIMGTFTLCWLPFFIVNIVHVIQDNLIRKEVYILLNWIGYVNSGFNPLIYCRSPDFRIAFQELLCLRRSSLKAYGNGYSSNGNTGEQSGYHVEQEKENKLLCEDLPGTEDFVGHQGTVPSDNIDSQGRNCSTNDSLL
a7 integrin act: activators of alpha7 integrin expression for muscular dystrophy; Potency, µM (doses to about 38.3 µM), inactives show at the highest dose activation, most hits filed as activators; alpha7betagal myoblasts, beta-gal FDG fluorescence, 48 h; actives 0.064% (n = 350,000);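 also: potency is read from the fitted curve at half-maximal effect; 100% = response of the positive control SU9516; nearly all actives have a fitted effect of over 60% in size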
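alpha7betagal+/- myoblasts (passage 13, 250/well) treated 48 h at 37C with compounds at 1:260 dilution of DMSO stock. Lysed, then beta-galactosidase activity read as FDG fluorescence (ex 480/em 540) after 30 min, with pre-read for autofluorescence.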
FBPA coupling cs: inhibits coupling enzyme system, counter-screen for aldolase hits. coupling enzyme system counterscreen, AmpLite Red fluorescence. activity change, negative = inhibition, % at 58.2 µM, hits read low. actives 0.67% (n = 290,000). AID 2472; in the data active = activity change below about -30%; also: % is scaled to controls: 0 for no effect and ±100 for the full control effect
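Final compound at 57.5 uM, incubated 10 min at RT with coupling enzyme reagent (glyceraldehyde-3-phosphate), then 20 min with substrate and AmpLite Red detection. Fluorescence read at 525/598 nm; tests interference with the coupling assay, not aldolase inhibition.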
PKM2 activator: PKM2 (human) enzyme activation; purified PKM2, Kinase-Glo ATP luminescence, activation; response scale: 0% is enzyme alone, no compound; Potency, µM (top dose mostly 57.5 µM), for inactives: top-dose activation, most hits filed as activators; P14618; actives 0.34% (n = 260,000); also: potency is read from the fitted curve at half-maximal effect; % is scaled to controls: 0 for no effect and ±100 for the full control effect; nearly all actives have a fitted effect of over 55% in size
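Kinase-Glo luminescence reports ATP generated from ADP (0.1 mM) and PEP (0.5 mM) by purified hPK-M2 after 1 h at room temperature, pH 7.2 imidazole buffer; intermediate enzyme activity allows detecting inhibitors and activators.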
S-ASM inh: blocks human secretory acid sphingomyelinase; placental ASM, HMU-PC fluorogenic substrate, 60 min; Potency, µM (series often up to 57.5 µM), for the others: at the highest dose activity change, negative = inhibition, actives largely listed as inhibitors; actives 0.006% (n = 340,000); AID 504937; also: potency is read from the fitted curve at half-maximal effect
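Fluorogenic HMU-PC substrate (9 uM final) is turned over by placental ASM in 60 min at 37 C after a 10 min compound preincubation. Reaction ended by alkaline stop (pH 10), with fluorescence read at 386/447 nm.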
PTAP TSG101 blk: blocks PTAP/TSG101 interaction to inhibit HIV-1 budding | Q99816 | Fluorescence polarization, FITC-PTAP peptide / Tsg101 binding | Potency, µM (series often up to 115 µM), without a hit: at the top dose activity change, negative = inhibition, actives largely listed as inhibitors | 340,000 tested, under 10 active; active = well fitted inhibition curve with a large enough effect in the main read-out, with a control signal flat, not every such curve was filed as active; inconclusive = small, poorly fitted or top-dose-only effect, or effect the other way, or a change in a side signal; inactive = no such curve, though single readings can be large or run the other way; also: potency is read from the fitted curve at half-maximal effect; % of control where 0% means no effect
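Fluorescence anisotropy tracks displacement of a FITC-tagged PTAP peptide (50 nM) from the Tsg101 binding domain (10 uM), following a 20 min room-temperature incubation at pH 7.5.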
Chronic BCR inh: inhibitors of chronic active B-cell receptor signaling; ABC-DLBCL IkBa-CBG/CBR reporter, luminescence ratio, 4 h; Potency, µM (series often up to 46.1 µM), inactives show at the top dose ratio change, negative = lower green/red ratio, most hits filed as inhibitors; actives 0.05% (n = 340,000); active = well fitted inhibition curve with a large enough effect in the signal ratio, with a control signal flat, not every such curve was filed as active; inconclusive = small, poorly fitted or top-dose-only effect, or effect the other way, or a change in a side signal; the % refers to the signal ratio;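 also: potency is read from the fitted curve at half-maximal effect; plate controls were basal doxycycline-induced cells for no effect and cells given 10 µM MG132 for full effect; MG132 reads +100%, hits lower the ratio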
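Doxycycline induced both beetle luciferases in TMD8 lymphoma cells; IKK-driven degradation limits the IkappaBalpha-fused green signal, while red luminescence normalises for cell number and nonspecific effects. Compounds tested up to 46 uM, 4 hrs.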
Giardia kill: kills Giardia lamblia. Giardia lamblia trophozoite viability. activity change, % at 7.66 µM, hits read low. actives 0.15% (n = 340,000). AID 540267; in the data active = activity change below about -80%; inconclusive = between about -30% and that limit;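 also: parasites exposed to compound for two days anaerobically before the ATP read; % is scaled to controls: 0 for no effect and ±100 for the full control effect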
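Each well holds 100 Giardia trophozoites and compound. After two days (48 hrs) at 37 deg C in anaerobic conditions, ATP is quantified by luminescence.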
Numbers without * were called inactive; u = inconclusive; x = not tested or not shown; & = joins results of further samples; [ ] = another dose, or the depositor's remark. Unless noted, calls follow the shape of the dose curve; as a rule, active = well fitted curve in the direction sought with a large enough effect; inconclusive = small, poorly fitted or top-dose-only effect, or another doubt; inactive = no such curve, though single readings can be large; an effect the other way counts as inactive or inconclusive. Not all compounds are listed. The share of hits here may be higher or lower than overall.

The line under a structure holds: Tb PFK block	GALK inhibitor	Menin MLL FP TR	B2AR arrestin	a7 integrin act	FBPA coupling cs	PKM2 activator	S-ASM inh	PTAP TSG101 blk	Chronic BCR inh	Giardia kill
Cc1ccc(-n2nnc(-c3cccnc3Cl)n2)cc1
    6%	1%	0%	-1.0%	-5%	3	-3%	5%	-2%	u	8
O=S(=O)(N/N=C/c1ccc2c(c1)OCCO2)c1ccc(Cl)cc1
    -7%[0.46 µM]	2%	22%	-1.0%	24%[7.66 µM]	3	1%	-8%	-7%	-5%	-12
CC(=O)OCN(C#N)c1nc(N(C)C)nc(N(C)C)n1
    1%	3%	1%	-0.3%	14%	1	-1%	-2%	-8%	2%	1
CCCn1nc(C(=O)Nc2nc3ccccc3[nH]2)c2ccccc2c1=O
    6%	0%	0%	-1.5%	-20%	2	5%	-10%	-6%	u	4
COC(=O)C1CN(C(=O)C(C)Oc2ccc(F)cc2)c2ccccc2O1 (stereo unspecified)
    1%	x	-2%	0.4%	-2%	0	x	3%	-1%	1%	-13
c1ccc(-c2cc3c(N4CCN(c5ncccn5)CC4)ncnc3s2)cc1
    -7%	0%	-3%	-0.7%	-34%	5	3%	-1%	2%	-1%	9
O=[N+]([O-])c1ccc(Sc2nnnn2-c2ccccc2)c(Cl)c1
    2%	3%	8%	-0.1%	-60%[inhibitor]	-4	15%	-5%	-1%	u	12
N#Cc1c2c(c(N3CCN(c4ccccn4)CC3)n3c1nc1ccccc13)CCC2
    1%	4%	-12%[11.7 µM]	0.5%	x	3	3%	x	x	0%	x
Cc1cc2cc(CN(C(=O)C3CC3)C3CCCC3)c3nnnn3c2cc1C
    4%	0%	2%	0.6%	2%	-2	-2%	-12%	-4%	-1%	6
COc1ccc(N2CCN(C(c3cc4cc(C)ccc4[nH]c3=O)c3nnnn3Cc3ccccc3)CC2)cc1 (stereo unspecified)
    -3%	1%	6%	-0.9%	1%	-16	-6%	u	-5%	4%	-19
O=C(O)c1ccc(OC(F)(F)C(F)C(F)(F)F)cc1 (stereo unspecified)
    0%	0%	6%	-0.9%	-19%	2	-2%	2%	-5%	-1%	19
O=C(NCc1ccccn1)[C@@H]1C[C@H]1[C@@H](NP(=O)(c1ccccc1)c1ccccc1)c1ccccc1
    -6%	x	-1%&-20%	2.6%	23%	-2&3	-6%&-1%	1%	-1%	1%	-1
N/C(=N/O)c1nc(N2CCCC2)nc(N2CCCC2)n1
    11%	x	x	-0.2%	20%	x	x	5%	1%	0%	5
CCCCc1nnc(NC(=O)CSc2nc(=O)cc(N)n2-c2cccc(C)c2)s1
    -7%	0%	-7%	0.1%	u	0	-8%	-2%	-5%	-19%	-1
Cc1ccc(S(=O)(=O)/N=C(\N)Nc2nc(C)c3ccccc3n2)cc1
    5%	1%	-20%	0.3%	24%	2	28%	-2%	-6%	-9%	-16
COc1ccccc1-c1oc2ccccc2c1C#CCO
    -4%	x	x	-0.4%	12%	x	x	4%	-9%	2%	1
CCn1c(SCc2ccc(C(=O)Nc3cc(C)cc(C)c3)cc2)nnc1-c1ccncc1
    -4%	0%	-13%	-0.2%	-18%	0	1%	-3%	-3%	u	1
CN(NC(N)=O)c1ncc(C(F)(F)F)cc1Cl
    -4%	-1%	-24%	-2.0%	0%	1	-3%	-1%	-4%	-1%	-13
Cc1nnc(NC(=O)c2cccc(S(=O)(=O)N3CCc4ccccc43)c2)s1
    0%	4%	-2%	-0.3%	6%	14	1%	-15%	-1%	u	22
O=C(CSc1nnc(CNC(=O)c2ccccc2F)o1)Nc1ccc2c(c1)OCCO2
    -1%	0%	x	-0.1%	-28%	3	-6%	5%	-2%	u	12
Cn1cnc(C(=O)NC2CCN(C(=O)OC(C)(C)C)CC2)c1C(=O)NC1CCN(C(=O)OC(C)(C)C)CC1
    -1%	x	x	0.0%	11%	x	x	4%	-3%	-2%	0
CCCc1cc(N2CCCC(C(=O)NCC)C2)n2ncnc2n1 (stereo unspecified)
    1%	0%	3%	0.3%	30%	5	1%	2%	x	1%	7
Cc1cc(Nc2ccc(F)c(Cl)c2)n2nc(C)nc2n1
    -9%	x	-5%	-0.2%	-4%	0	3%	1%	-3%	-3%	-9
CC(C)Oc1ccc(C(=O)Nc2ccc(S(=O)(=O)N3CCN(C)CC3)cc2)cc1
    -1%	-1%	5%	-0.3%	-18%	0	-1%[11.5 µM]	0%	-3%	-1%	7
CCCOC(=O)c1ccc2c(c1)C(=O)N(c1ccccc1)C2=O
    3%	1%	12%[11.7 µM]	0.3%	-14%	3	1%	2%	-6%	4%	3
O=C(/C=C/c1ccc([N+](=O)[O-])cc1)Nc1cccc(C(=O)Nc2ccccc2C(=O)O)c1
    u	-16%	u	-0.5%	-10%	3	11%	9%	-9%	u	-15
CCCn1nc2cc(C(=O)NCc3ccc(C)cc3)ccc2c1OCC
    -1%	x	-1%	0.0%	40%	6	-7%	22%	-1%	4%	12
CCc1ccccc1NC(=O)CC1SCCNC1=O (stereo unspecified)
    3%	3%	18%	-0.3%	-11%	1	2%	2%	-4%	-1%	-2
Cc1cc(NC(=O)COC(=O)C2CCN(S(=O)(=O)c3c(Cl)cccc3Cl)CC2)no1
    6%	1%	6%	-0.5%	-4%	7	1%	-19%	-3%	u	6
O=C1NC(=O)/C(=C/c2ccc(OS(=O)(=O)c3ccc(F)cc3F)cc2)N1
    0%	1%	x	-0.7%	15%	-2	-8%	-1%	0%	14%	-6
COCCCNC(=O)c1ccc(CS(=O)(=O)c2ccc(Br)cc2)o1
    -4%	2%	1%	-0.3%	3%	-1	-6%	0%	-2%	0%	12
CC(C)CC1(C)NC(=O)N(CCN2C(=O)c3ccccc3C2=O)C1=O (stereo unspecified)
    -3%	1%	4%	0.1%	-7%	-1	-4%	2%	-2%	1%	-5
O=C(NCC1CCCO1)c1ccc2c3n(nc2c1)-c1ccccc1CO3 (stereo unspecified)
    1%	1%	x	-0.1%	-10%	-1	-22%	20%	-1%	-1%	0
O=S(=O)(Nc1ncccn1)c1ccc(NS(=O)(=O)c2cc(Cl)ccc2Cl)cc1
    4%	-2%	4%	0.0%	16%	1	5%	1%	-5%	u	0
Cc1cccn2c(=O)c3cc(C(=O)N4CCOCC4)n(C)c3nc12
    -2%	-1%	x	-1.0%	15%	x	-1%	x	-3%	2%	6
CCc1cccc(C)c1NC(=O)C1CCN(C(=O)c2ccc([N+](=O)[O-])cc2)CC1
    1%	1%	-1%	0.4%	0%	-1	2%	-1%	-6%	1%	6
COc1cccc(CNC(=O)C2CCN(S(=O)(=O)N3CCCCC3)CC2)c1
    0%	1%	-1%	0.2%	2%	1	2%	7%	-5%	-2%	2
Nc1cc(C(F)(F)F)ccc1NCCc1ccccn1
    -13%	-1%	-14%	0.1%	-4%	-2	x	19%	-7%	-4%	-12
COCCN(C(=O)c1ccccc1F)c1c(N)n(Cc2ccccc2)c(=O)[nH]c1=O
    -4%	0%	7%	-0.3%	-13%	-4	0%	1%	-1%	5%	-18
CCOc1ccccc1NC(=O)c1cccc(NC(=O)C(C)C)c1
    1%	-1%	19%	-0.3%	5%	0	3%	-3%	-8%	14%	-3
COP1(=O)C=C[C@H](N(Cc2ccccc2)S(=O)(=O)c2ccccc2[N+](=O)[O-])[C@@H](C)O1 (stereo partly specified)
    20%	-2%	x	-0.6%	12%	5	6%	3%	0%	-2%	0
CCOC(=O)c1sc(NC(=O)CSc2nc(C)cc(C(F)(F)F)n2)c(C#N)c1C
    6%	1%	u	-0.3%	10%	7	-18%	2%	x	u	4
CCn1cc(C(=O)N2CC(C)CC(C)C2)c(=O)c2cc(S(=O)(=O)N(C)C)ccc21 (stereo unspecified)
    0%	0%	2%	0.2%	0%	2	-1%	-1%	-2%	-16%	-22
COc1ccc(OCc2cc(C(=O)NCC(C)(C)N3CCOCC3)no2)c(Cl)c1
    0%	-1%	x	0.1%	-15%	x	4%	1%	-3%	-1%	5
Cn1c(N)c(C(=O)CSc2nnc(C3CC3)n2-c2ccccc2)c(=O)[nH]c1=O
    -3%	x	x	4.8%	-1%	x	x	0%	-3%	1%	-15
CC1(C)Cc2c(sc3ncn(N)c(=N)c23)CO1
    18%	1%	24%	0.4%	25%	4	19%	-4%	-7%	0%	-4
Nc1nc(-c2ccc3c(c2)CCO3)cs1
    -4%	1%	0%	-0.2%	8%	0	-2%	0%	-8%	u	-8
